# Source: PubChem (National Center for Advancing Translational Sciences (NCATS))
# JMJD2A Tudor – inhibitors of human JMJD2A Tudor domain; Potency, µM (doses to about 114 µM), without a hit: at the top dose activity change, negative = inhibition, actives largely listed as inhibitors; AlphaScreen JMJD2A-Tudor / H3K4me3 peptide binding; 390,000 tested, 4.4% active; further: on the % scale 0 is the no-effect control and ±100 the full control effect; nearly all actives have a fitted effect of over 50% in size
# PGK inhibitor – blocks T. brucei phosphoglycerate kinase. Potency, µM (top dose mostly 57.5 µM), for inactives: top-dose activity change, negative = inhibition, actives largely listed as inhibitors. 380,000 tested, 0.043% active. PGK/GAPDH coupled, Kinase-Glo luminescence, 60 min. P07378; further: on the % scale 0 is the no-effect control and ±100 the full control effect; nearly all actives have a fitted effect of over 60% in size
#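 Luminescent ATP detection (Kinase-Glo Plus) follows a 60-minute room-temperature incubation, with wells lacking PGK as controls. Buffer: 100 mM TEA (pH 7.6), 5 mM MgCl2, 0.01% Tween-20. Coupling enzyme GAPDH (100 nM final) supplies unstable 1,3-BPG in-well.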
# Pin1 inh – inhibitors of human Pin1; Potency, µM (highest dose often 115 µM), inactives show top-dose activity, negative = inhibition, most hits filed as inhibitors; Q13526; Pin1 FP peptide displacement, HiFluor488, 10 min; 390,000 tested, 0.009% active; AID 504891; active means well fitted inhibition curve with a large enough effect in the polarisation, with a control signal flat, not every such curve was filed as active; inconclusive means small, poorly fitted or top-dose-only effect, or effect the other way, or a change in a side signal; inactive means no such curve, though single readings can be large or run the other way; the % refers to the polarisation; further: on the % scale 0 is the no-effect control and ±100 the full control effect
# BLM helicase inh – inhibitors of human Bloom syndrome helicase BLM. recombinant BLM DNA unwinding, fluorescence dequenching. Potency, µM (series often up to 56.1 µM), for the others: top-dose activity change, negative = inhibition, usual class: inhibitors. 350,000 tested, 0.2% active. AID 2528;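 further: plate controls were vehicle for no effect and no enzyme for full effect; nearly all actives have a fitted effect of over 35% in size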
# GLS inhibitor – glutaminase GLS (human) inhibition. O94925. 410,000 tested, 0.21% active. GLS enzymatic activity, qHTS titration. Potency, µM (doses to about 45.5 µM), for inactives: at the top dose activity change, negative = inhibition, usual class: inhibitors; further: on the % scale 0 is the no-effect control and ±100 the full control effect
#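 Glutamate formation by hKGA was monitored fluorometrically using coupled glutamate oxidase, HRP and Amplex Red. Substrate was added as 1 mM L-glutamine solution; incubation was 30 min at RT after an initial read.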
# Pol iota inh – blocks human DNA polymerase iota activity; Q9UNA4; Pol iota fluorescent replication assay, 10 min; Potency, µM (top dose mostly 115 µM), inactives show at the highest dose activity, negative = inhibition, usual class: inhibitors; 390,000 tested, 1% active; AID 588590
#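 Fluorescent replication assay read twice, at 0 min and 10 min after adding 50 nM (final) substrate. Enzyme (10 nM) and compounds were first incubated 15 min at room temperature; enzyme-free buffer wells were negative controls.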
# BAZ2B block – blocks human BAZ2B. AlphaScreen BAZ2B-H3K14Ac peptide displacement. Potency, µM (titrated, usually from 114 µM), without a hit: top-dose activity change, negative = inhibition, most hits filed as inhibitors. 360,000 tested, 4.4% active; further: on the % scale 0 is the no-effect control and ±100 the full control effect; nearly all actives have a fitted effect of over 60% in size
#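 In this displacement format the biotinylated H3(5-23) peptide acetylated at Lys14 serves as ligand at 50 nM, with BAZ2B at 50 nM in PBS pH 7.4 containing 0.01% Tween-20. Donor and acceptor beads are 10 ug/mL final.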
# G9a inh – inhibitors of human histone lysine methyltransferase G9a; Q96KQ7; G9a H3K9 monomethylation, AlphaScreen, 2 h; 350,000 tested, 8.8% active; Potency, µM (top dose mostly 102 µM), without a hit: at the top dose activity, negative = inhibition, most hits filed as inhibitors; AID 504332; further: on the % scale 0 is the no-effect control and ±100 the full control effect; nearly all actives have a fitted effect of over 75% in size
#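 Step 1: enzyme (final 20 nM) with compound, 15 min RT. Step 2: substrate peptide 500 nM and SAM 20 uM, 2 h RT. Step 3: anti-H3K9me1 antibody and AlphaScreen beads, 10 min, then plate read.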
# HP1b chromo inh – blocks HP1-beta chromodomain binding to methylated histone tails; P83916; 390,000 tested, 0.56% active; AlphaScreen HP1-beta / biotin-H3K9me3 peptide binding; AID 540317; Potency, µM (highest dose often 114 µM), for inactives: at the top dose activity change, negative = inhibition, most hits filed as inhibitors; further: nearly all actives have a fitted effect of over 70% in size; inactives centre near 23
#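 AlphaScreen: HP1-beta (50 nM) preformed 30 min with biotin-H3(1-18)K9me3 peptide (50 nM) in PBS pH 7.4, 0.01% Tween-20. Compound added for 30 min at RT, then streptavidin donor/nickel chelate acceptor beads (10 ug/mL) for 30 min.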
# * marks the source's active call; other numbers are inactive results; i = inactive; ? = inconclusive; . = no result given; [ ] = dose if it differs, or a comment. Unless noted, the call rests on the fitted dose curve; in most records, active means well fitted curve in the direction sought with a large enough effect; inconclusive means small, poorly fitted or top-dose-only effect, or another doubt; inactive means no such curve, though single readings can be large; an effect the other way counts as inactive or inconclusive. Potency means the concentration at half of the fitted maximal effect. The list is partial. The share of hits here may be higher or lower than overall.
SMILES,JMJD2A Tudor,PGK inhibitor,Pin1 inh,BLM helicase inh,GLS inhibitor,Pol iota inh,BAZ2B block,G9a inh,HP1b chromo inh
CCOC(=O)[C@H]1[C@H]2COc3ccc(C)cc3[C@@H]2N2C(=O)c3cc(F)c(F)cc3NC(=O)[C@@]12C,-22.8%,7.0%,-6.2%,.,1.0%,?,-2.8%,11.0%[2.33 µM],35.3%
CC(C)c1ccc(NC(=O)c2cnn3c(C(F)F)cc(-c4ccccc4)nc23)cc1,-16.5%,-7.3%,-0.3%,-6.1%,0.1%,-16.1%,-32.4%,-21.3%[59 µM],-12.6%
FC(F)(F)c1ccc(NC(=S)NC2CCCCC2)cc1,-5.8%,-7.1%,5.7%,-3.2%,2.3%,92.5%[activator],.,29.4%,42.2%[activator]
CCOc1cc2c(cc1OCC)C(C(=O)O)C(c1ccc(OC)c(O)c1)N(C)C2=O (stereo not given),-5.5%,-13.2%,5.5%,-4.0%,-14.3%,22.1%,8.7%,2.9%[2.33 µM],35.5%[activator]
COc1ccc2c(c1)sc(=N)n2C,8.0%,-5.8%,-4.3%,29.7%,-4.0%,119.5%[activator],-16.1%,20µM*,32.1%
COc1ccc(-c2noc(N3CCN(c4cccc(Cl)c4)CC3)n2)cc1OC,-8.6%,4.4%,-0.3%,-9.0%,-1.3%,?,-11.8%,-21.1%[59 µM],22.1%
C=CCNC(=O)c1oc2ccc(S(=O)(=O)N(CC)CC)cc2c1C,-15.5%,-9.1%,?,-4.2%,-16.4%,?,-28.7%,?,26.0%
CCn1cc(-c2n[nH]c(=S)n2-c2ccc(C)cc2Br)c(=O)c2ccc(C)nc21,?,i,-4.6%,-1.2%,-18.8%,50.4%,-5.2%,10µM*,55.0%[activator]
O=C(O)c1ccccc1NS(=O)(=O)c1cccc(-n2sc3ccccc3c2=O)c1,1.41µM*,-3.0%,5.3%,0.6%,7.08µM*,25.1µM*,3.98µM*,1.26µM*,-20.2%
C=C1CCN([C@@H](Cc2ccccc2)C(=O)O)S(=O)(=O)c2ccccc21,-4.2%,6.0%,3.9%,.,2.4%,?,.,.,24.7%
CCN(CC)C(=O)C1CCN(S(=O)(=O)c2ccc3c(c2)CCCN3C(=O)C2CCC2)CC1,-20.6%,2.5%,-0.7%,-1.1%,1.1%,-13.0%,-5.4%,.,67.6%[activator]
Nc1nc2nc(-c3ccc(OCc4ccccc4)cc3)cc(C(F)(F)F)n2n1,-8.3%,-4.3%,-0.5%,-2.0%,-13.9%,1.5%,10.5%,26.3%[59 µM],16.6%
Nc1c(C(=O)Nc2ccccc2Cl)c2ccccn2c1C(=O)c1ccc(Cl)cc1,-11.7%,.,-1.7%,-0.3%,-3.1%,-6.6%,-0.5%,3.0%[59 µM],39.1%
Nc1c(C(=O)c2ccccc2)oc2ccccc12,-7.2%,-3.2%,-0.9%,-3.2%,11.2%,-4.7%,-3.0%,?,17.0%
N#Cc1ccc(CN2CCN(C(=O)Cn3nc(C(N)=O)c4ccccc4c3=O)CC2)cc1,-11.0%,-7.9%,-1.1%,0.0%,24.1%,18.7%,5.2%,?,56.8%[activator]
CCOC(=O)C1=C(CC)OC(N)=C(C#N)C1c1ccc(NC(C)=O)cc1 (stereo not given),-12.8%,10.7%,1.1%,5.7%,24.4%,5.5%,-7.9%,?,30.1%[activator]
O=C(CSc1nnc(Cc2cccs2)n1C1CCCCC1)N1CCN(C(=O)c2ccco2)CC1,-15.7%,11.0%,-2.2%,-0.1%,14.5%,6.7%,3.0%,-22.0%,33.2%
CSc1cccc(NC(=S)N2CCC(N(C)C3CCCCC3)CC2)c1,-15.5%,i,4.9%,-6.3%,-15.8%,12.9%,-20.1%,50.1µM*,4.5%
N#Cc1ccc(S(=O)(=O)Nc2ccc3ccccc3n2)cc1,3.4%,12.6%,0.4%,-7.1%,-0.2%,1.7%,-7.4%,4.9%,33.9%
CCC(C(=O)Nc1ccccc1C(=O)N1CCCC1)N1C(=O)c2ccccc2C1=O (stereo not given),1.5%,-0.7%,-3.6%,-1.2%,-6.2%,-5.3%,-4.3%,9.2%[12.7 µM],30.3%
COc1ccc(CCC(=O)N2CCCC(Nc3ccc(C)c(C)c3)C2)cc1OC (stereo not given),?,-1.3%,6.7%,0.5%,3.9%,23.1%,?,44.7µM*,-13.6%
CCCNC(=O)C1CN(S(=O)(=O)c2ccc(C)cc2)c2ccccc2O1 (stereo not given),0.7%,i,2.2%,-3.1%,-26.3%,13.6%,-10.3%,-12.8%,33.6%
COc1ccc2c(c1OC)C(=O)OC2c1c(O)nc(SC)n(-c2ccccc2)c1=O (stereo not given),-9.0%,7.3%,-16.3%,-10.2%,22.1%,?,4.3%,4.5%[12.7 µM],45.1%[activator]
Cc1nc(CCNC(=O)CC2C(=O)NCCN2CC(C)(C)C)nc2c1CCC2 (stereo not given),-6.6%,-0.8%,?,.,9.5%,-0.3%,.,.,24.8%
CC(C)c1ccc(NC(=O)C(c2ccccc2)N2CCN(C=O)CC2)cc1 (stereo not given),-10.8%,4.2%,4.9%,-14.3%,8.9%,11.7%,-12.4%,-2.2%[0.0925 µM],39.1%[activator]
# (listing goes on)
SMILES,JMJD2A Tudor,PGK inhibitor,Pin1 inh,BLM helicase inh,GLS inhibitor,Pol iota inh,BAZ2B block,G9a inh,HP1b chromo inh
CCOc1ccc(S(=O)(=O)NCCCl)cc1,-10.0%,14.3%,0.8%,1.5%,0.9%,34.9%[activator],-7.2%,.,25.0%
O=C(NCc1cc([N+](=O)[O-])ccc1O)c1cccnc1Sc1ccccc1,-4.8%,-2.7%,4.6%,-2.6%,0.8%,27.8%,?,1.5%,30.4%
CCC(C(=O)Nc1ccc(S(=O)(=O)Nc2ncccn2)cc1)c1ccccc1 (stereo not given),-9.3%,i,-2.5%,-2.7%,-5.0%,18.8%,-22.9%,11.6%[12.7 µM],78.9%[activator]
O=C(NC1CCCCC1)c1ccccc1NC(=S)NC(=O)C1CC1,-7.4%,-2.9%,-0.8%,1.5%,9.5%,13.4%,5.0%,-7.9%[59 µM],5.3%
CCN(CC)CCCNC(=O)c1cn(-c2cccc(OC)c2)c(=O)c2ccccc12,-9.8%,-0.7%,-2.8%,2.4%,3.2%,183.3%[activator],3.9%,8.4%,6.2%
COc1cc(C(=O)N2CCC(C(N)=O)CC2)ccc1OCc1c(C)noc1C,-9.7%,-2.6%,-7.9%,.,-6.4%,-10.6%,.,.,7.7%
COc1ccc(OC)c(CC(NC(C)=O)C(=O)NC2CCN(S(=O)(=O)c3ccc(NC(C)=O)cc3)CC2)c1 (stereo not given),6.1%,-13.5%,-0.8%,-1.1%,-6.2%,18.5%,-12.6%,19.4%,37.7%[activator]
CCOC(=O)C(NCc1ccco1)(NC(=O)c1ccc(OC)cc1)C(F)(F)F (stereo not given),7.9%,-9.8%,-8.3%,0.0%,-12.2%,-1.4%,-10.9%,1.2%,18.0%
Oc1ccc(C(=Nc2ccccc2)c2ccccc2)c(O)c1,?,17.8%,8.4%,.,21.1%,8.9%,.,.,-34.5%
CCS(=O)(=O)N1CC(=O)N(c2ccc(Cl)cc2)C(C)(C(=O)NC2CCCCC2)C1 (stereo not given),4.6%,-6.7%,-1.3%,-0.8%,0.2%,26.4%,1.5%,1.9%[59 µM],44.2%[activator]
Cc1nn2c(C)c(C(=O)NCCc3ccccc3)cnc2c1-c1ccccc1,-6.0%,?,1.3%,-1.9%,-0.9%,1.8%,4.9%,15.5%[59 µM],36.4%[activator]
COc1ccc(C(=O)c2ccc(N3CCN(C(=O)c4ccc(F)cc4)CC3)c(F)c2)cc1Br,-5.8%,-1.4%,3.0%,-1.9%,-2.3%,-15.8%,4.8%,-5.1%,15.1%
O=C(O)C[C@@H](CNC(=O)COc1ccc2ccc(=O)oc2c1)c1ccc(Cl)cc1,5.6%,-7.2%,-9.1%,2.0%,-4.8%,15.8%,-6.1%,10.5%,42.0%[activator]
Cc1ccccc1NC(=O)N1CCNC(=O)C1CC(=O)Nc1cc(Cl)ccc1Cl (stereo not given),-8.3%,-9.4%,-0.4%,-4.9%,4.2%,19.7%,-11.4%,5.4%,15.6%
O=C(Nc1cccc([N+](=O)[O-])c1)c1ccc(CN2CCOCC2)cc1,-14.6%,4.2%,0.9%,-1.2%,13.4%,34.6%[activator],-31.6%,-29.2%[59 µM],29.7%
CCn1c(SCC(=O)NNC(=O)c2ccccc2)nnc1-c1ccco1,-10.0%,-1.0%,-4.1%,-2.8%,3.7%,42.6%[activator],-14.0%,0.9%,25.9%
C=CCOc1ccc(C(=O)Nc2ccc(OCC)cc2)cc1,-2.8%,2.0%,2.0%,-2.3%,-10.9%,-1.9%,-10.3%,-0.2%,31.9%[activator]
O=C(CCNC(=O)c1ccc(Cl)cc1)NCc1ccco1,-11.8%,-11.4%,-14.0%,.,-6.0%,-10.4%,.,.,19.6%
CCn1c(SCC(=O)NC2CCCCC2C)nnc1-c1ccc(OC)cc1 (stereo not given),-5.2%,i,4.8%,-3.3%,1.7%,-13.6%,12.0%,32.7%,60.8%
O=C(Nc1ccc(Oc2cccnc2)cc1)c1ccccc1F,-8.5%,-1.4%,3.1%,-1.8%,9.2%,6.7%,8.7%,30.0%[59 µM],28.1%

# One compound at a time, as listed above. Screens in order: JMJD2A Tudor, PGK inhibitor, Pin1 inh, BLM helicase inh, GLS inhibitor, Pol iota inh, BAZ2B block, G9a inh, HP1b chromo inh
# Listed for O=C(NCc1cc([N+](=O)[O-])ccc1O)c1cccnc1Sc1ccccc1 = -4.8%, -2.7%, 4.6%, -2.6%, 0.8%, 27.8%, ?, 1.5%, 30.4%
# Listed for C=CCOc1ccc(C(=O)Nc2ccc(OCC)cc2)cc1 = -2.8%, 2.0%, 2.0%, -2.3%, -10.9%, -1.9%, -10.3%, -0.2%, 31.9%[activator]
# Listed for COc1ccc(C(=O)c2ccc(N3CCN(C(=O)c4ccc(F)cc4)CC3)c(F)c2)cc1Br = -5.8%, -1.4%, 3.0%, -1.9%, -2.3%, -15.8%, 4.8%, -5.1%, 15.1%
# Listed for COc1ccc(OC)c(CC(NC(C)=O)C(=O)NC2CCN(S(=O)(=O)c3ccc(NC(C)=O)cc3)CC2)c1 (stereo not given) = 6.1%, -13.5%, -0.8%, -1.1%, -6.2%, 18.5%, -12.6%, 19.4%, 37.7%[activator]
